Screens from PubChem BioAssay.
LAP4-GFP MLPCN: alters LAP4-GFP fluorescence in TOR pathway yeast screen | S. cerevisiae LAP4-GFP multiplex, flow cytometry GFP, 3 h; median GFP as percent of DMSO wells | GFP response vs DMSO, % at 10 µM | 0.34% of 320,000 active | AID 2023;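 active means GFP response vs DMSO above a set limit, about the screen mean plus 3 SD, cut at about 150% in these data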
CIT2 TOR yeast: alters CIT2-GFP fluorescence in TOR pathway yeast screen; S. cerevisiae CIT2-GFP strain, flow cytometry, 3 h; 100 means same as DMSO wells; GFP response vs DMSO, % at 10 µM; 0.065% of 320,000 active; AID 2029;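 active means GFP response relative to DMSO above a set limit, near the screen mean plus 3 SD, cut at about 150% in these data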;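 further: ratio of well median GFP fluorescence to mean of DMSO wells on the plate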
MEP2 TOR yeast: yeast TOR pathway MEP2-GFP modulation; GFP response vs DMSO, % at 10 µM; AID 2016; 0.51% of 330,000 active; S. cerevisiae MEP2-GFP strain, flow cytometry GFP, 3 h; 100% = DMSO control level;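 active means GFP response versus DMSO above a set limit, roughly screen mean plus 3 SD, cut at about 180% in these data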;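 further: median GFP fluorescence of the barcode-gated MEP2-GFP cells per well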
RPL19A TOR yeast: modulators of TOR pathway RPL19A-GFP in S. cerevisiae; S. cerevisiae RPL19A-GFP strain, flow cytometry, 3 h; hits give low values; percent response vs DMSO, % at 10 µM; 0.3% of 330,000 active;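 active means percent response vs DMSO below 50%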;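 further: median channel GFP fluorescence of the barcoded RPL19A-GFP strain; ratio of sample median GFP to plate DMSO average so 100% = DMSO; lower means less RPL19A-GFP as with rapamycin TOR inhibition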
AGP1-GFP MLPCN: yeast TOR pathway AGP1-GFP modulation | S. cerevisiae AGP1-GFP multiplex flow cytometry, 3 h; GFP as percent of DMSO wells | AID 2066 | GFP response vs DMSO, % at 10 µM | 0.02% of 320,000 active;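 active means GFP response relative to DMSO above a set limit, near screen average plus 3 SD, cut at about 150% in these data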;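 further: median GFP channel fluorescence of the gated AGP1 strain per well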
GRK2 inh: inhibitors of human GRK2 displacing RNA aptamer; bead flow cytometry, FAM-aptamer displacement from GRK2; inhibition of aptamer binding, % at 10 µM; 0.59% of 330,000 active; AID 488847;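 active means inhibition of aptamer binding above 40%, roughly 3 SD of noise, on plates passing a quality check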;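 further: median bead fluorescence of bound FAM aptamer so fluorescent compounds give negative values; no value below 0 was filed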
Target sequence (P25098 whole entry, looked up): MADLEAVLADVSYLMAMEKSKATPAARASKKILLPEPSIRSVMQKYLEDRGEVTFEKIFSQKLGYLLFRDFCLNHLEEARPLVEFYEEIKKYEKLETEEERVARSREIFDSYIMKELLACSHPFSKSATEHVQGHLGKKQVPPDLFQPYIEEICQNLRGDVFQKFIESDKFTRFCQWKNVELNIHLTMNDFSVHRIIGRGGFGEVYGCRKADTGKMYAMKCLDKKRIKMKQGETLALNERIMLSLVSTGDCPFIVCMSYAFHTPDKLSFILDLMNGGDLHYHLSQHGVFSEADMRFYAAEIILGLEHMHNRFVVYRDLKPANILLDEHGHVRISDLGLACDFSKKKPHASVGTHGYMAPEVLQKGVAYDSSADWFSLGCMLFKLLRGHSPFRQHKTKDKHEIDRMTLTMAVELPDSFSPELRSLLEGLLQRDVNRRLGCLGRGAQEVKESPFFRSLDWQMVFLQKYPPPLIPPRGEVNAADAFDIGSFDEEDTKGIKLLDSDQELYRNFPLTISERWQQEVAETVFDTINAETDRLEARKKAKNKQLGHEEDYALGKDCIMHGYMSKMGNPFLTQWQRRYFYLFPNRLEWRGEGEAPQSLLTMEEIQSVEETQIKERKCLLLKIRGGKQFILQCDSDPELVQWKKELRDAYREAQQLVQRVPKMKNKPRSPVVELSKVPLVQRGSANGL
VLA-4 inh: inhibition in a human VLA-4 binding assay | VLA-4 expressing cells, ligand binding flow cytometry | inhibition, % (about 7 µM as worked out from the volumes in the protocol) | 0.2% of 330,000 active | AID 2557; in the data active means inhibition above about 50%
CR mimetic SO: lowers age-related superoxide in aged yeast cells; S. cerevisiae aged cells, superoxide DHE fluorescence; hits give low values; superoxide response (% of plate mean), % at 10 µM; 0.18% of 330,000 active;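 active means superoxide response under a set limit, about three screen SD below normal, cut at about 65% in these data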;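 further: yeast aged for seven days with compound at 30 °C before DHE staining; 100% = average MFI of all compound-treated wells on the plate with controls excluded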
* hit, by the source's call; . = no result given.

The first 2 compounds (preview)
Compound,LAP4-GFP MLPCN,CIT2 TOR yeast,MEP2 TOR yeast,RPL19A TOR yeast,AGP1-GFP MLPCN,GRK2 inh,VLA-4 inh,CR mimetic SO
CC(C)[C@H](NS(=O)(=O)c1ccccc1)C(=O)OCC(=O)Nc1ccccc1Sc1ccccc1,87.4,91.0,97.1,96.7,90.6,0.0,-0.1,90.9
CCCn1c(=N)n(CC(=O)OCC)c2ccccc21,110.0,104.0,107.8,99.4,106.6,3.0,12.1,108.2

The listing, from the first entry:
Compound,LAP4-GFP MLPCN,CIT2 TOR yeast,MEP2 TOR yeast,RPL19A TOR yeast,AGP1-GFP MLPCN,GRK2 inh,VLA-4 inh,CR mimetic SO
CC(C)[C@H](NS(=O)(=O)c1ccccc1)C(=O)OCC(=O)Nc1ccccc1Sc1ccccc1,87.4,91.0,97.1,96.7,90.6,0.0,-0.1,90.9
CCCn1c(=N)n(CC(=O)OCC)c2ccccc21,110.0,104.0,107.8,99.4,106.6,3.0,12.1,108.2
CCCOc1ccc(N2C(=O)CC(NCCNc3ccc([N+](=O)[O-])cn3)C2=O)cc1 (stereo unspecified),135.0,117.4,101.3,101.3,114.7,1.0,-0.1,89.4
C#CCSc1nc(-c2cccs2)ccc1C#N,109.6,100.6,105.4,100.1,98.4,1.0,1.3,100.2
CC(NC(=O)CNC(=O)c1ccco1)c1ccccc1 (stereo unspecified),99.7,98.9,100.3,95.3,100.2,1.0,5.5,95.7
Cc1nn2c(COc3ccc(NC(=O)c4ccccc4)cc3)nnc2c2ccccc12,91.0,101.5,101.5,104.5,98.7,0.0,0.2,91.0
CSc1ccc(Cl)c(C(=O)NCCCn2ccnc2)c1,91.9,97.5,99.6,94.9,94.7,0.0,-13.6,118.3
Cn1nc(-c2ccc(Cl)cc2)c2cc(C(=O)N3CCN(C(=O)c4ccco4)CC3)sc21,98.2,99.0,108.9,97.8,99.5,0.0,27.0,101.8
O=C(c1cc(S(=O)(=O)Nc2ccccc2F)c(Cl)cc1Cl)N1CCN(CCO)CC1,109.5,106.3,99.4,103.7,107.7,0.0,0.1,89.2
CN(CC(=O)Nc1ncn[nH]1)S(=O)(=O)c1ccc(Cl)cc1,92.3,103.0,100.5,101.7,97.4,0.0,15.6,115.8

(listing goes on)
Compound,LAP4-GFP MLPCN,CIT2 TOR yeast,MEP2 TOR yeast,RPL19A TOR yeast,AGP1-GFP MLPCN,GRK2 inh,VLA-4 inh,CR mimetic SO
O=C(c1ccco1)N1CCN(C2=NS(=O)(=O)c3ccccc32)CC1,102.3,95.3,102.1,98.0,95.3,0.0,8.3,101.8
COc1cccc(NC(=O)COc2cccc3c2CCNC3=O)c1,99.8,110.0,104.7,102.1,107.0,1.0,12.7,99.1
O=C(CCC(=O)N(c1ccc(F)cc1)C(C(=O)NC1CCCC1)c1ccncc1)Nc1cccnc1 (stereo unspecified),102.6,116.1,109.2,106.6,108.8,1.0,8.7,95.8
O=C(Nc1ccc([N+](=O)[O-])cn1)C1CC2CCC1C2 (stereo unspecified),90.5,92.5,98.2,103.1,96.8,0.0,9.0,79.0
CC[C@@]1(c2ccccc2)C(=O)N(C(=O)OC)N1C(=O)OC,103.5,67.5,87.6,93.7,75.3,5.0,30.6,112.0
COc1ccc(NC(C)=O)cc1S(=O)(=O)NCCc1ccccn1,104.3,94.4,103.4,101.8,107.2,4.0,9.3,96.3
CCN(CC)CCCNc1nc(CN2CCOCC2)nc2sc3c(c12)CCC3,105.2,108.0,115.9,98.0,101.5,0.0,13.0,90.2
COC(=O)c1sccc1S(=O)(=O)Nc1ccc(Cl)cc1,106.6,92.5,94.2,96.3,88.3,0.0,-1.9,89.4
Cc1cc(C)c(S(=O)(=O)C(C)C)c(=O)[nH]1,101.1,109.7,104.0,101.4,107.0,0.0,-3.6,95.7
CCO/N=C(/C)c1c(O)c(C)c(-c2ccccc2)n(-c2ccccc2)c1=O,105.9,95.6,94.8,99.5,95.1,1.0,-0.5,101.0

Additional records follow:
Compound,LAP4-GFP MLPCN,CIT2 TOR yeast,MEP2 TOR yeast,RPL19A TOR yeast,AGP1-GFP MLPCN,GRK2 inh,VLA-4 inh,CR mimetic SO
Cc1cc(NC(=O)CSCC(=O)OCC(=O)Nc2ccc(OC(F)F)cc2)no1,112.6,97.1,103.5,103.4,111.3,0.0,12.9,83.9
CCN(CC)c1ccc(/C=N/Nc2nc3ccccc3[nH]2)c(O)c1,85.2,78.0,91.8,92.3,84.2,10.0,-25.8,92.3
CCC(CO)Oc1cc(NCc2ccccc2C)c2ncn(C(C)C)c2c1 (stereo unspecified),96.5,85.6,93.1,93.9,96.4,1.0,-20.3,94.3
COc1cc(/C=N/NC(=O)c2ccccc2Cl)ccc1Oc1ccc([N+](=O)[O-])cn1,95.9,99.0,106.1,104.7,96.4,1.0,6.3,84.9
Cc1cccc(C)c1NC(=O)CSc1n[nH]c(=O)n1C1CC1,103.3,104.6,104.6,105.7,105.8,1.0,2.5,96.8
Cc1sc(NC(=O)C2=COCCO2)nc1-c1ccc(Br)cc1,116.6,85.9,100.9,99.9,99.4,0.0,-0.4,98.3
COc1ccc(NC(=O)c2ccco2)cc1NC(=O)c1cccs1,107.3,95.9,99.8,97.0,92.8,0.0,10.8,84.6
CCN(CC)CCOC(=O)c1ccc(NC(=O)CNC(=O)C2CCCCC2)cc1,101.5,114.2,111.8,109.0,112.4,1.0,0.0,94.8
C=Cn1c(C(=O)O)cc(CC)c1-c1ccccc1,115.9,95.5,91.2,100.0,94.8,4.0,-118.3,88.8
CCOC(=O)c1ccc(N2C(=O)C3C(/C=C/c4ccccc4)OC4(C(=O)c5ccccc5C4=O)C3C2=O)cc1 (stereo unspecified),98.9,88.1,97.7,97.2,95.3,0.0,-7.2,77.0

Next section:
Compound,LAP4-GFP MLPCN,CIT2 TOR yeast,MEP2 TOR yeast,RPL19A TOR yeast,AGP1-GFP MLPCN,GRK2 inh,VLA-4 inh,CR mimetic SO
CCOC(=O)c1n[nH]n2c1nc(=O)c1ccccc12,96.3,94.8,104.7,103.9,94.5,0.0,-5.1,100.9
O=C(CN(c1ccccc1)S(=O)(=O)c1ccccc1)NCCSCc1ccco1,98.7,91.2,102.6,95.5,96.1,0.0,9.3,109.3
CCOc1ccc(-c2noc(-c3cccnc3)n2)cc1OCC,113.2,95.0,94.0,90.9,95.8,0.0,-5.3,94.9
O=C(CSc1ccc(-c2ccccn2)nn1)Nc1cccc(F)c1,118.6,96.4,118.9,100.8,96.2,1.0,5.3,106.3
O=C(Nc1ccc(Cl)c(Cl)c1)Nc1cc(S(=O)(=O)N2CCOCC2)ccc1N1CCCC1,100.7,106.6,109.8,105.0,106.5,2.0,14.9,98.8
NS(=O)(=O)c1ccc(CCNC(=O)CNC(=O)Cc2cccc3ccccc23)cc1,89.4,100.4,104.2,101.4,96.2,5.0,0.5,94.5
CC1Cc2ccccc2N1CC(=O)NC(=O)NCc1ccco1 (stereo unspecified),110.4,97.5,101.8,103.2,103.3,0.0,4.9,99.5
CSC1=NC(C)(C)CC2(C)Nc3ccccc3N12 (stereo unspecified),96.1,93.8,103.7,96.3,101.8,0.0,0.3,112.1
COc1ccc(C(=O)N2CCCC(c3ccccc3)=N2)cc1,101.7,90.2,94.4,93.7,92.8,1.0,-0.1,93.8
COc1ccccc1Oc1coc2c(CN(C)C)c(O)ccc2c1=O,100.8,105.2,108.5,102.5,106.8,1.0,-9.8,115.4

Continuation:
Compound,LAP4-GFP MLPCN,CIT2 TOR yeast,MEP2 TOR yeast,RPL19A TOR yeast,AGP1-GFP MLPCN,GRK2 inh,VLA-4 inh,CR mimetic SO
Cc1ccccc1-c1noc(-c2ccc(Cl)cc2)n1,82.3,99.2,101.1,98.8,99.3,0.0,-3.9,93.4
CC(NC(=O)COC(=O)C1CCN(c2ccc(C(F)(F)F)cn2)CC1)c1ccc(F)cc1 (stereo unspecified),101.0,90.8,104.8,100.6,100.7,4.0,2.9,88.2
Clc1cccc(CSc2ncn(-c3ccccc3)n2)c1,125.0,78.8,104.3,103.9,101.3,0.0,-1.9,112.8
CCN(CC)c1ncnc2sc(C(=O)N3CCN(c4ccccc4)CC3)c(C)c12,92.3,84.3,92.9,94.3,91.5,1.0,-6.6,119.3
CCCn1c(SCC(=O)N(C)CC(=O)Nc2ccc(Cl)cc2)n[nH]c1=O,110.5,106.4,102.1,101.7,109.7,0.0,5.2,94.8
CSc1ccccc1C(=O)N1CCCCC1,102.0,97.8,103.6,98.5,97.4,0.0,16.3,103.0
CCOCCCNC(=O)c1ccc(N2CCCC2)c(NS(=O)(=O)c2ccc(C)cc2)c1,99.4,106.3,111.6,102.5,106.1,96.0*,9.3,117.2
COc1ccc(C(=O)C2CCCN(C(=O)CCC3=NNC(=O)CC3)C2)c(C)c1 (stereo unspecified),104.6,100.2,108.0,105.5,101.8,1.0,-4.8,78.1
CN(C)c1cc[nH]c(=O)c1C#N,101.3,98.9,106.5,102.6,103.0,12.0,10.4,102.1
O=C1CCCN1CCCNS(=O)(=O)c1ccc(Br)s1,110.4,110.7,112.1,110.3,111.2,1.0,4.2,92.8

More entries.
Compound,LAP4-GFP MLPCN,CIT2 TOR yeast,MEP2 TOR yeast,RPL19A TOR yeast,AGP1-GFP MLPCN,GRK2 inh,VLA-4 inh,CR mimetic SO
CCCNC(=S)NNC(=O)c1cc(-c2cccnc2)nc2ccccc12,99.0,100.2,97.3,100.1,99.8,0.0,-7.1,97.1
COc1ccc(NC(=O)CS(=O)(=O)c2cn(CC(=O)N(C(C)C)C(C)C)c3ccccc23)c(OC)c1,84.2,95.5,92.6,99.3,84.8,0.0,12.4,88.1
Cc1cc(=O)[nH]c(SCC(=O)N2CCCc3ccccc32)n1,94.6,64.7,91.7,106.4,71.8,0.0,20.6,100.5
COc1cc2c(cc1NC(=O)C(C)Sc1cccc[n+]1[O-])oc1ccccc12 (stereo unspecified),111.0,101.8,109.2,100.2,96.5,3.0,-27.2,117.7
CCOc1ccc(-n2c(SC(C)C)nc3c(c2=O)SCC3)cc1,98.2,89.8,100.3,98.9,98.2,0.0,-3.2,103.5
CC(=O)NC1C(c2nc3ccccc3s2)=C(c2ccccc2)C(=O)N1c1ccc(C)cc1 (stereo unspecified),91.8,102.5,92.5,98.1,96.2,3.0,-1.7,105.2
c1ccc(CCNc2c3c(nc4ncnn24)CCC3)cc1,92.3,.,101.9,107.6,104.7,0.0,1.7,72.6
CS(=O)(=O)N(CC(=O)O)c1cccc(Cl)c1,113.6,97.6,108.1,108.8,113.3,0.0,-8.4,113.8
CCCCn1c(N)c(N(CC)C(=O)c2cc(OC)cc(OC)c2)c(=O)[nH]c1=O,108.2,105.3,107.4,96.1,102.0,1.0,-1.5,104.3
